Compound activity (PubChem BioAssay)
D3 ag = D3 dopamine receptor (human) agonism; P35462; D3R DiscoveRx beta-arrestin cells, luminescence, 90 min; max activation, %; hit rate 0.58% among 410,000; in the data active = max activation above about 30%; also: 0% is about no effect; mostly tested at two doses, the higher about 12 µM
Target sequence (P35462 whole entry, looked up): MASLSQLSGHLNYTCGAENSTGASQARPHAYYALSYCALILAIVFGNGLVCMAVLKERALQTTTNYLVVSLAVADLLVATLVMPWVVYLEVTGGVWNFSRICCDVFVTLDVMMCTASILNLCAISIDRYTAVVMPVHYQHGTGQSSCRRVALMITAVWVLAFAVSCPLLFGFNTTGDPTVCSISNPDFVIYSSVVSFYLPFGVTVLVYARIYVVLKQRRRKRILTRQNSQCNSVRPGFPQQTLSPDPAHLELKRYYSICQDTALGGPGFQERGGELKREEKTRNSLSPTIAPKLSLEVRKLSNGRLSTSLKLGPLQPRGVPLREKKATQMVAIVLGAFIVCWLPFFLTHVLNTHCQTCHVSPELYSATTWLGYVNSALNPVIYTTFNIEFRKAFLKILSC
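Agonist-mode cell screen: cells plated at 1500/well and incubated overnight at 37 °C, then exposed to library compounds for 90 min at 37 °C. Detection reagent was added for 30–60 min at room temperature, and luminescence was read.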
GLP1R cytotox = cytotoxicity in counter-screen for GLP-1R inverse agonists | hit rate 0.13% among 410,000 | Potency, µM (top dose mostly 38.3 µM), for inactives: top-dose activity change, negative = inhibition, usual class: inhibitors | HEK293 cAMP-luciferase reporter cells, luminescence, 24 h;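 also: loss of luciferase light is scored as toxicity; potency is read from the fitted curve at half-maximal effect; % is scaled to controls: 0 for no effect and ±100 for the full control effect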
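Compound-treated cells are incubated 24 hr at 37 deg C under 5% CO2 after a 12 hour attachment period, then luciferase detection reagent is added and luminescence is measured following 12 min at room temperature; lowered signal indicates toxicity.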
GLP-1R inv ag = acts as inverse agonist at human GLP-1 receptor; P43220; HEK293 GLP-1R CRE-luciferase, luminescence, 24 h; GLP-1R form is constitutively active; Potency, µM (top dose mostly 38.3 µM), for inactives: top-dose activity change, negative = inhibition, most hits filed as inhibitors; hit rate 1.6% among 410,000; also: potency is read from the fitted curve at half-maximal effect; % is scaled to controls: 0 for no effect and ±100 for the full control effect; nearly all actives have a fitted effect of over 55% in size
Target sequence (P43220 whole entry, looked up): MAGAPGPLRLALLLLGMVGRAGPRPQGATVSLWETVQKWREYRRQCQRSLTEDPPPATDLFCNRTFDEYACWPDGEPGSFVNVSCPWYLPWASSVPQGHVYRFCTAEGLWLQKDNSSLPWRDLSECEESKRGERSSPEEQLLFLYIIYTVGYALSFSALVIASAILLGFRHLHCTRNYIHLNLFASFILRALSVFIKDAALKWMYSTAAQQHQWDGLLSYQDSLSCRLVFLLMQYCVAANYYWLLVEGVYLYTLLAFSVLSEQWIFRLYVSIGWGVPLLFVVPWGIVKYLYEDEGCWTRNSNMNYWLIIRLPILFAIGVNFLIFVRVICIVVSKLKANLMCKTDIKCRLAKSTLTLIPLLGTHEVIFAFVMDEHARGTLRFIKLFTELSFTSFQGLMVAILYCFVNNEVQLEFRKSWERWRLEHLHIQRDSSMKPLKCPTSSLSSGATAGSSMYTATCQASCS
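Cells are plated, allowed 12 hours at 37 deg C, then treated with compounds for 24 hr before luciferase detection reagent is added and luminescence is read after 12 min at room temperature. The HEK293 line carries constitutively active GLP-1R with a cAMP-responsive reporter.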
* = called active by the depositor; ? = inconclusive; nt = no result given; [ ] = dose if it differs, or a comment. Unless noted, calls follow the shape of the dose curve; as a rule, active = well fitted curve in the direction sought with a large enough effect; inconclusive = small, poorly fitted or top-dose-only effect, or another doubt; inactive = no such curve, though single readings can be large; an effect the other way counts as inactive or inconclusive. Some of the compounds tested, so the mix of outcomes need not match the whole.

SMILES	D3 ag	GLP1R cytotox	GLP-1R inv ag
Cc1ccc(Cl)cc1NC(=O)C1CCN(c2nnc(C)c3c(C)n(-c4ccccc4)nc23)CC1	3	2%	8%
CC(C)c1ccc(OCC(=O)NCC(c2ccc(Cl)cc2)N2CCOCC2)cc1 (configuration not stated)	-3	3%	-18%
Cc1ccc(N2CCN(S(=O)(=O)c3ccc(F)c(C(=O)Nc4ccc(Cl)cc4Cl)c3)CC2C)cc1 (configuration not stated)	1	5%	1%
Cc1cc(C)cc(NC(=O)CCc2c(C)nc3c4cccnc4nn3c2C)c1	-7	5%	6%
CCCCC1CCC(C(=O)N2CC(=O)Nc3ccc(C)cc3C2c2ccc(F)cc2)CC1 (configuration not stated)	-1	-17%	?
O=C(Nc1cc(Cl)cc(Cl)c1)c1ccc(F)c(S(=O)(=O)NC2CCCC2)c1	-5	?	?
COc1cccc(OCc2nc3ccccc3n2CCOc2cccc(C)c2)c1	-2	-7%	?
Cc1ccc(NC(=O)c2nc(S(C)(=O)=O)ncc2N(Cc2ccco2)Cc2ccco2)cc1C	-11	2%	?
COc1cc(-c2ccno2)ccc1S(=O)(=O)N1CCN(c2ccccc2)CC1	0	-1%	-11%
COc1ccc(CCNc2ncnc3c2nnn3C)cc1OC	-3	-6%	36%[activator]
Cc1ccc(CN(C(=O)c2ccccc2F)c2ccccn2)o1	-1	1%	4%
Cc1nc2ccccc2n1CCc1nc2c3ccccc3nc(SCc3ccc(C#N)cc3)n2n1	-1	-6%	9%
CC(=O)c1ccc(NC(=O)C(C)n2nc(-c3ccccc3)ccc2=O)cc1 (configuration not stated)	-6	-4%	12%
CC(C)(C)C(=O)Nc1cccc(C(=O)OCc2cc(=O)n3nc(C4CCCCC4)sc3n2)c1	0	0%	0%
COc1cc(OC)c(N(C)C(=O)c2cn(C3CCCC3)c(=O)c3c2c2ccccc2n3C)cc1Cl	-4	-11%	?
Cc1ccc(NC(=O)CN2C(=O)C(c3ccc(C(C)(C)C)cc3)=NC2(C)C)cc1	6	11%	?
Cc1ccc(-c2nnc(Nc3cccc(O)c3)c3ccccc23)cc1S(=O)(=O)N1CCOCC1	-9	-14%	-52%
CCCn1c2ccccc2c2cnn(CC(=O)NCCc3ccc(S(N)(=O)=O)cc3)c(=O)c21	3	-5%	27%
Cc1ccc(S(=O)(=O)N2CCC(c3ccncc3)CC2)c(C)c1	-8	5%	-31%
CC(C)NS(=O)(=O)c1ccc(OCC(=O)N2CCN(c3cccc(Cl)c3)CC2)cc1	3	2%	?
COc1cccc(C2=CC(c3ccccc3F)n3ncc(C(=O)Nc4ccc(F)cc4)c3N2)c1 (configuration not stated)	-10	136%[activator]	?
CCCN(CCC)C(=O)Cn1c(=O)n(-c2cccc(OC)c2)c(=O)c2c3c(sc21)CCCC3	3	6%	10%
CN(c1ccccc1)S(=O)(=O)c1ccc(NC(=O)c2cc(=O)c3ccccc3o2)cc1	3	7%	10%
Cc1ccc(-n2c(SCC(=O)Nc3cccc(Cl)c3)nc3n[nH]c(C)c3c2=N)cc1	-4	-15%	?
O=C(NCc1ccccc1Cl)c1cc2cccc3c2n1CCS3	-2	1%	?
CCc1ccc(CNC(=O)c2ccc3c(c2)nc2n3CCC(C)C2)cc1 (configuration not stated)	-17	6%	-8%
COc1ccc(-c2cn3c(n2)sc2cc(C(=O)NC(C)C45CC6CC(CC(C6)C4)C5)ccc23)cc1 (configuration not stated)	1	2%	38%[activator]
CN(C1CCCCC1)S(=O)(=O)c1ccc2c(c1)c(=O)c(C(=O)NCc1ccc(Cl)cc1)cn2C	8	-4%	1%
COc1ccccc1OCCCSc1nc(-c2ccc(C(C)(C)C)cc2)nc2cc(=O)[nH]n12	31*	3%	?
CC(=O)N1c2ccc(S(=O)(=O)N3CCN(c4cc(Cl)ccc4C)CC3)cc2CC1C (configuration not stated)	-17	-26%	51%[activator]

A few values from the entries so far.
CC(C)c1ccc(OCC(=O)NCC(c2ccc(Cl)cc2)N2CCOCC2)cc1 (configuration not stated) @ GLP-1R inv ag: -18%
CC(=O)N1c2ccc(S(=O)(=O)N3CCN(c4cc(Cl)ccc4C)CC3)cc2CC1C (configuration not stated) @ D3 ag: -17

The listing picks up, repeating the 2 entries before the break.
SMILES	D3 ag	GLP1R cytotox	GLP-1R inv ag
COc1ccccc1OCCCSc1nc(-c2ccc(C(C)(C)C)cc2)nc2cc(=O)[nH]n12	31*	3%	?
CC(=O)N1c2ccc(S(=O)(=O)N3CCN(c4cc(Cl)ccc4C)CC3)cc2CC1C (configuration not stated)	-17	-26%	51%[activator]
CCOC(=O)c1c(C)[nH]c(CCC(=O)Nc2ccccc2OCC)c1C	3	-2%	6%
CCOc1ccccc1NS(=O)(=O)c1ccc(N2CCCCS2(=O)=O)cc1	-11	-3%	3%
CN(C)c1ccc(CNC(=O)C2CCCN(S(=O)(=O)c3ccc4c(c3)CCCC(=O)N4)C2)cc1 (configuration not stated)	-3	12%	-23%
CCc1ccc(NC(=O)CSc2nc3nccnc3c(=O)n2CCc2c[nH]c3ccccc23)cc1	-24	4%	-1%
CCOC(=O)C1CCN(C(=O)c2ccc3c(c2)sc2nc(-c4ccc(OCC)cc4)cn23)CC1	16	0%	13%
COc1ccc(-n2nc(C(=O)N(C)c3cccc(C(F)(F)F)c3)c3c4ccccc4n(C)c3c2=O)cc1	3	1%	12%
CCS(=O)(=O)NCCc1csc2nc(-c3ccc(C)cc3)nn12	1	0%	32%[activator]
COC(=O)c1c(-c2ccc(Cl)cc2)noc1N1CCN(c2cccc(C(F)(F)F)c2)CC1	95*	-4%	-16%
O=C1C(c2ccc(F)cc2)N(CCc2ccc(Cl)cc2)C(=O)CN1C1CCCCCC1 (configuration not stated)	-8	1%	1%
Cc1ccccc1CNC(=O)c1nn(-c2ccccc2F)nc1CO	-6	13%	10%
CC(C)COc1ccc(C(=O)N(Cc2cccc(F)c2)C2CCS(=O)(=O)C2)cc1 (configuration not stated)	8	-3%	-10%
CCOC(=O)Cn1c(=O)oc2cc(S(=O)(=O)Nc3ccccc3F)ccc21	-2	6%	-2%
O=C(CCC1N=C2c3ccccc3N=C(SCc3ccccc3F)N2C1=O)NC1CCCCC1 (configuration not stated)	-6	-6%	?
CC(C)c1ccc(NC(=O)CSC2=Nc3ccccc3C3=NC(CC(=O)NCCc4ccccc4)C(=O)N23)cc1 (configuration not stated)	-2	-28%	?
Cc1ccc(NC(=O)c2c(C)cc(C)nc2SCC(=O)Nc2ccc(Br)cc2)cc1	-1	-13%	?
CCCNC(=O)C1CCC(Cn2c(=O)c3sccc3n(Cc3ccccc3C)c2=O)CC1 (configuration not stated)	5	2%	3%
COc1ccc(N2CC(NC(=O)/C=C\c3ccccc3)CC2=O)cc1 (configuration not stated)	-10	9%	8%
CC(C)C(=O)c1cc2c(cc1NC(=O)c1ccccc1F)OCCO2	4	-13%	?
Cc1ccc(C)c(OCCn2cc(C(=O)c3ccco3)c3ccccc32)c1	-4	-1%	7%
CCOc1ccc(NC(=O)N2CCC(n3c(C)nc4cccnc43)CC2)cc1	3	1%	1%
CCOC(=O)c1ccc(-c2ccc(/C=C(\C#N)C(=O)Nc3c(C)cccc3Cl)o2)cc1	10	9%	80%[activator]
CCOC(=O)c1ccccc1NC(=O)Cn1ncc2c([nH]c3ccccc32)c1=O	2	0%	-20%
COc1ccc(CCNC(=O)C2COc3ccccc3C2)cc1OC (configuration not stated)	-3	4%	3%
COc1ccc(-c2nc3c(c(SCC(=O)Nc4ccccc4F)n2)Cc2cc(C)ccc2O3)cc1	10	-2%	-1%
Cc1cc(=O)[nH]c2nnc(SCc3ccccc3F)n12	-8	2%	-2%
Cc1nc2sccn2c(=O)c1S(=O)(=O)Nc1ccc(N2CCOCC2)cc1	-3	-7%	23%
COc1ccc(Cn2cc(C(=O)c3ccc(C)c(C)c3)c(=O)c3ccccc32)cc1	17	-8%	?
CC(C)c1ccc(C2=CC(c3cccc(Cl)c3)n3ncnc3N2)cc1 (configuration not stated)	-4	nt	?
Cc1ccc(NC(=O)CSc2nc3ccc(NC(=O)c4cccs4)cc3s2)c(C)c1	-4	5%	-17%
COc1ccc(CCNc2nc(SCc3ccccc3F)nc3ccccc23)cc1OC	6	4%	13%
CC(=O)c1ccc(NC(=O)COCc2cc(-c3ccco3)on2)cc1	-16	-7%	1%
CCOc1ccc(C2CC(=O)Nc3nc(SCc4ccccc4C)[nH]c(=O)c32)cc1OC (configuration not stated)	-7	-11%	-5%
COCCCNC(=O)c1cc(-c2cccnc2)nc2ccc(S(=O)(=O)N3CCC(C)CC3)cc12	5	3%	6%
CCOc1ccc(N2CC(c3nc4ccccc4n3CCCCOc3ccc(OC)cc3)CC2=O)cc1 (configuration not stated)	9	-14%	?
CCc1ccc(-c2cn3c(n2)sc2cc(C(=O)NCCC4=CCCCC4)ccc23)cc1	-2	2%	24%
COc1ccc(NC(=O)Nc2ccccc2OCc2cc(=O)n3ccccc3n2)c(OC)c1	-13	12%	0%
O=C(NCCN1CCCCC1)c1ccc(Cn2c(SCc3ccccc3)nc3cccnc32)cc1	-8	-12%	-20%
CCCCc1ccc(NC(=O)c2cc(-c3ccc(C)c(F)c3)on2)cc1	5	2%	3%
CCC(Oc1ccc(F)cc1)C(=O)Nc1c(C(=O)c2ccc(C)cc2)oc2ccccc12 (configuration not stated)	-16	1%	-7%
Cc1cccc(N2CCN(C(c3ccccc3)c3nnc(-c4ccccc4F)o3)CC2)c1C (configuration not stated)	-2	1%	?

In a second layout: entries from further up
Each structure is followed by: D3 ag, GLP1R cytotox, GLP-1R inv ag
> CCOc1ccc(C2CC(=O)Nc3nc(SCc4ccccc4C)[nH]c(=O)c32)cc1OC (configuration not stated)
→ -7, -11%, -5%
> COCCCNC(=O)c1cc(-c2cccnc2)nc2ccc(S(=O)(=O)N3CCC(C)CC3)cc12
→ 5, 3%, 6%
> CCOc1ccc(N2CC(c3nc4ccccc4n3CCCCOc3ccc(OC)cc3)CC2=O)cc1 (configuration not stated)
→ 9, -14%, ?
> CCc1ccc(-c2cn3c(n2)sc2cc(C(=O)NCCC4=CCCCC4)ccc23)cc1
→ -2, 2%, 24%
> COc1ccc(NC(=O)Nc2ccccc2OCc2cc(=O)n3ccccc3n2)c(OC)c1
→ -13, 12%, 0%
> O=C(NCCN1CCCCC1)c1ccc(Cn2c(SCc3ccccc3)nc3cccnc32)cc1
→ -8, -12%, -20%

Following part.
SMILES	D3 ag	GLP1R cytotox	GLP-1R inv ag
CCCc1cc(=O)[nH]c(Nc2ccc(O)cc2C)n1	3	0%	2%
CCC(CC)C(=O)Nc1ccc2nc(SCC(=O)N3CCc4ccccc43)sc2c1	6	-17%	?
Cc1ccc(CN(Cc2ccco2)c2cnc(S(C)(=O)=O)nc2C(=O)Nc2ccccc2Br)o1	4	16%	?
CC(=O)c1cccc(Nc2nc(-c3ccccc3Cl)nc3ccccc23)c1	1	4%	-10%
Cc1c(C(=O)N(C)C)sc2c1c(=O)n(-c1ccccc1C(F)(F)F)c(=O)n2Cc1cccc(F)c1	4	-8%	-16%
Cc1ccc(OCC(=O)Nc2ccc(Cl)c(-c3nc4ccccc4[nH]3)c2)cc1C	8	-23%	?
CCOC(=O)c1ccc(Nc2nc3ccc(C(=O)c4ccccc4)cc3n3c(C)nnc23)cc1	-5	16%	-1%
O=C(Nc1ccc2nc(SCc3ccccc3)sc2c1)c1ccccc1F	-1	-12%	-10%
Oc1cccc(C(Nc2ccccn2)c2ccc3cccnc3c2O)c1Cl (configuration not stated)	24	-6%	?
O=C(Nc1ccc(OC(F)(F)F)cc1)C(NS(=O)(=O)c1cccc2nsnc12)c1ccccc1 (configuration not stated)	-11	-24%	?
Cc1ccc(NC(=O)c2ccc(CN3CC(=O)N4CCCCC4C3=O)cc2)cc1 (configuration not stated)	-10	-16%	-24%
O=C(Nc1ccc2oc(-c3ccccc3)nc2c1)c1ccc2ccccc2c1	7	5%	3%
O=C(COc1ccccc1)Nc1nnc2n1CCS2	10	7%	9%
Cc1cccc(OCC(=O)Nc2nc3c(s2)CC(C(C)(C)C)CC3)c1C (configuration not stated)	-4	7%	1%
Fc1ccc(C(c2nnc(-c3ccccc3)o2)N2CCN(c3cccc(Cl)c3)CC2)cc1 (configuration not stated)	-17	2%	10%
CC1(C)CC(=O)c2cc(-c3nc(-c4ccc(Cl)cc4)cs3)c(=O)n(-c3ccc(Cl)cc3)c2C1	3	24%	0%
Cc1ccc(CNc2nc(-c3ccco3)nn2S(=O)(=O)c2ccc3ccccc3c2)cc1	-23	0%	?
COc1ccc(NC(=O)Cn2c(SCc3ccc(C)cc3)nc3cccnc32)cc1OC	20	-15%	?
Cc1ccc(N2C(=O)CCSC23C(=O)N(Cc2ccccc2)c2ccccc23)cc1F (configuration not stated)	0	-8%	-2%
Cc1ccc(CNC(=O)c2cnc(N3CCCCC3)c3ccccc23)cc1	10	-6%	?
CCOc1ccc(-c2cc3c(=O)n(CC(=O)NCc4ccc(OC)cc4)ccn3n2)cc1	-3	-9%	0%
